Assay outcomes: PubChem, National Center for Advancing Translational Sciences (NCATS)
HCV inh: inhibitors of hepatitis C virus infection; Huh7.5.1 HCVcc-Cre infection, luciferase reporter, 44 h; Potency, µM (titrated, usually from 41.8 µM), for inactives: at the highest dose activity change, negative = inhibition, usual class: inhibitors; 340,000 compounds, 3.4% hits; AID 651820; further: potency means the concentration at half of the fitted maximal effect
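Luciferase read-out (15 sec integration) after a 15 min room-temperature substrate step quantifies HCVcc-Cre infection. Cells, 1,000 per well, had compound added 4 h post-plating, then virus at ~0.5 moi, and were cultured 44 h.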
AmpC inh detg: blocks E. coli AmpC beta-lactamase in detergent assay. Potency, µM (top dose mostly 114 µM), for inactives: top-dose activity change, negative = inhibition, hits mostly inhibitors. P00811. AID 485294. AmpC hydrolysis of nitrocefin, absorbance 480 nm, 0.01% Triton. 370,000 compounds, 0.041% hits;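 further: potency means the concentration at half of the fitted maximal effect; 0% = no-compound wells and -100% = no-enzyme wells; nearly all actives have a fitted effect of over 25% in size; some results filed as inactive show a strong effect at the top dose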
Target sequence (P00811 whole entry, looked up): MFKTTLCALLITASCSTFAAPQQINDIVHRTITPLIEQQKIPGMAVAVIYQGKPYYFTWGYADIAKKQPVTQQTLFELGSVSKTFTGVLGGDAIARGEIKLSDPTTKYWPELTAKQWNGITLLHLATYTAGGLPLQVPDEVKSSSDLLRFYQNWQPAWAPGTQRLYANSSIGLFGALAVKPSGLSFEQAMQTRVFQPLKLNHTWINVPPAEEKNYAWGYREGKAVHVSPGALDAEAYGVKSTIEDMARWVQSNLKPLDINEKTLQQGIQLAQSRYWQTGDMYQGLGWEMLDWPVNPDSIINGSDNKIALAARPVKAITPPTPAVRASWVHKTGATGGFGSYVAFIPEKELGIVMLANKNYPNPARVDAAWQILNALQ
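AmpC (5.3 nM in the dispensed reagent) in 20 mM phosphate pH 7.0 with 0.01% (detergent screen) or 0.0001% Triton X-100 was preincubated with compounds for 15 min at room temperature. Nitrocefin was then added from an 800 uM solution, and hydrolysis was followed at 480 nm.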
Sm TGR inh: S. mansoni TGR enzyme inhibition; purified TGR, DTNB reduction, TNB absorbance 405 nm; 360,000 compounds, 3% hits; Q962Y6; Potency, µM (top dose mostly 114 µM), for inactives: top-dose activity change, negative = inhibition, most hits filed as inhibitors; further: potency means the concentration at half of the fitted maximal effect; nearly all actives have a fitted effect of over 60% in size
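Kinetic colorimetric format: TGR-catalysed, NADPH-driven DTNB reduction monitored via TNB absorbance. Enzyme dispensed at 20 nM; compound exposure 15 min at room temperature before reaction start.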
HCMV antiviral: human cytomegalovirus inhibition; HFF cells, HCMV-luciferase reporter, 72 h; stronger effect = lower value; activity change, negative = inhibition, % at 57.5 µM; 410,000 compounds, 4.5% hits; in the data active means activity change below about -60%; inconclusive means no clear call, values can overlap the other calls; inactive means above about -39%
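Human foreskin fibroblasts infected with luciferase-reporter HCMV at MOI 1 PFU/cell, compounds at two doses. Luciferase measured 72 h post infection; normalized to buffer-only basal and Salinomycin (10uM) controls.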
AmpC inh no detg: inhibitors of E. coli AmpC beta-lactamase without detergent. P00811. AmpC nitrocefin hydrolysis, absorbance 480 nm, 0.0001% Triton. Potency, µM (doses to about 57.1 µM), for inactives: at the highest dose activity change, negative = inhibition, most hits filed as inhibitors. 330,000 compounds, 0.52% hits. AID 485341;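 further: potency means the concentration at half of the fitted maximal effect; plate controls were no compound for no effect and no enzyme for full effect; nearly all actives have a fitted effect of over 20% in size; some results filed as inactive show a strong effect at the top dose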
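AmpC (5.3 nM in the dispensed reagent) in 20 mM phosphate pH 7.0 with 0.01% (detergent screen) or 0.0001% Triton X-100 was preincubated with compounds for 15 min at room temperature. Nitrocefin was then added from an 800 uM solution, and hydrolysis was followed at 480 nm.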
FBPA Giardia inh: blocks Giardia fructose-bisphosphate aldolase activity | purified Giardia FBPA | Potency, µM (highest dose often 59.6 µM), for the others: top-dose activity, negative = inhibition, actives largely listed as inhibitors | 290,000 compounds, 0.71% hits | AID 2451; further: potency means the concentration at half of the fitted maximal effect; nearly all actives have a fitted effect of over 55% in size
Target sequence (A8B2U2 whole entry, looked up): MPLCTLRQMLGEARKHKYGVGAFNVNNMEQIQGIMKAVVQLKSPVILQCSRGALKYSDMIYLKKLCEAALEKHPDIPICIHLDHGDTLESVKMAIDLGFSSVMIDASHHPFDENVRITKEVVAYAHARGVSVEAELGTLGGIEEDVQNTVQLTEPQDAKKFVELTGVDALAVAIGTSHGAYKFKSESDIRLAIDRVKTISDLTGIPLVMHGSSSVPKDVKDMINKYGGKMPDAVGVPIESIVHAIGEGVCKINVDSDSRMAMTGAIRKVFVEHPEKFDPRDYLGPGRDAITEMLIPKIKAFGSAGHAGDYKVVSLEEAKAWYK
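Giardia FBPA (40 nM reagent) was preincubated 10 min at RT with compound (up to 57.5 uM final), then substrate plus GAPDH/TPI/NAD/arsenate coupling system with diaphorase/resazurin was added; resorufin fluorescence (525/598 nm) was read after 20 min.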
Starred values were filed as active, the others as inactive; ? = inconclusive; nt = not tested or not shown; [ ] = remark or other dose. Unless noted, the call rests on the fitted dose curve; in most records, active means well fitted curve in the direction sought with a large enough effect; inconclusive means small, poorly fitted or top-dose-only effect, or another doubt; inactive means no such curve, though single readings can be large; an effect the other way counts as inactive or inconclusive. Unless noted, on the % scale 0 is the no-effect control and ±100 the full control effect.

SMILES	HCV inh	AmpC inh detg	Sm TGR inh	HCMV antiviral	AmpC inh no detg	FBPA Giardia inh
O=C(/C=C1\NC2(CCCC2)Cc2ccccc21)C(=O)N/N=C/c1ccc(O)c(O)c1	?	3%	-3%	80	-59%	10%
CSC1=N/C(=C\c2c(F)cccc2Cl)C(=O)S1	22%	?	-16%	15	12%	19%
COc1ccc(OC(=O)COc2cc(C)ccc2C)cc1	10%	1%	?	31	-7%	-1%
Clc1ccc(C2=NOC(c3nnc(-c4ccccc4)o3)C2)cc1 (configuration not stated)	-12%[8.37 µM]	-4%	1%	6	-4%	6%
O=C(Nc1ccc2nc(-c3ccco3)c(-c3ccco3)nc2c1)N1CCN(c2ccccn2)CC1	7.9µM*	1%	2µM*	-24	-6%	?
Cc1coc2c(C)c3oc(=O)c(CCC(=O)NCc4ccccn4)c(C)c3cc12	?	?	-4%	?	47%	13%
COc1ccc(NC(=O)CSc2nnc(CNc3ccc(C)cc3)n2C)cc1	0%	-1%	nt	-26	5%	0%
COc1ccc(N(CC(=O)Nc2ccc(Cc3ccncc3)cc2)S(=O)(=O)c2ccccc2)cc1	?	-6%	4%	-23	-3%	-9%
CC(C)(C)NS(=O)(=O)c1ccc(C(=O)Nc2ccc3c(c2)OCO3)cc1	9%	-7%	-9%	61	-22%	-7%
C/C(=N\NC(=O)COc1ccc([N+](=O)[O-])cc1)c1ccco1	0%	3%	-19%	18	-17%	nt
Cc1[nH]c2ccccc2c1/C=C/c1cc[n+](C)cc1	?	?	0%	-69*	4%	-1%
CC1(C)Cc2c(C#N)c(N3CCCC3)nc(-c3ccco3)c2CO1	nt	-10%	3.5µM*	-15	15%	-14%
COc1cc(/C=C2/SC(=S)N(CCC(=O)Nc3ccccc3)C2=O)cc(OC)c1OC	?	-2%	14%	-37	32%	nt
CCNC(=O)C(Cc1ccccc1)NC(=O)OCc1ccccc1 (configuration not stated)	3%	-8%	1%	-19	-12%	-1%
Nc1c(C(=O)c2ccc(Cl)cc2)sc2nc3c(cc12)CCC3	9%	-14%	4%	19	-33%	2%
CC(C)c1ccc(N(C)C(=O)Cc2c(C(=O)O)n(C)c3ccccc23)cc1	-8%	-3%	2%	16	-44%	0%
Cc1cc(S(=O)(=O)N2CCOCC2)ccc1OCC(=O)Nc1cccc(C(F)(F)F)c1	-10%	?	1%	-14	15%	10%
COc1cc([C@@H]2c3cc4c(cc3[C@@H](OC)[C@H]3COC(=O)[C@H]23)OCO4)cc(OC)c1O	15%	-7%	10%	?	6%	-1%
CC(Oc1cc2oc(=O)c3c(c2cc1Cl)CCCC3)C(=O)NCC1CCC(C(=O)O)CC1 (configuration not stated)	11%	?	-8%	?	-17%	-8%
COc1ccc(CCNS(=O)(=O)c2c(C)nc3scc(C)n3c2=O)cc1OC	1%	-9%	-5%	40	-2%	0%
Cc1ccc(-n2c(Cc3cccn3C)nnc2SCC(=O)NC2CCCCC2)cc1	8%	-14%	-8%	-38	81%[activator]	9%
Cc1ccc(-c2nnn(CC(=O)Nc3cccc4c3CCCC4)n2)o1	?	?	0%	5	-16%	6%
COc1cc(CCC(=O)OCC(=O)Nc2ccccc2F)cc(OC)c1OC	12%	-6%	1%	-18	11%	1%
CC(C)CN(C(=O)Cn1c(=O)cnc2ccccc21)C1CCS(=O)(=O)C1 (configuration not stated)	-3%[8.37 µM]	?	-1%	14	?	nt
Cc1ccccc1C(=O)NCCNC(=O)c1ccco1	9%	-12%	-3%	2	-2%	11%

Look-ups from the results shown.
CC(C)(C)NS(=O)(=O)c1ccc(C(=O)Nc2ccc3c(c2)OCO3)cc1 in HCV inh = 9%
Cc1cc(S(=O)(=O)N2CCOCC2)ccc1OCC(=O)Nc1cccc(C(F)(F)F)c1 in Sm TGR inh = 1%

Next records.
SMILES	HCV inh	AmpC inh detg	Sm TGR inh	HCMV antiviral	AmpC inh no detg	FBPA Giardia inh
S=c1nc(-c2ccccc2)n(CCCn2ccnc2)c2c1CCCC2	2%	?	45µM*	?	-6%	-12%
COc1ccc(N2CCN(S(=O)(=O)c3cccc4cccnc34)CC2)cc1	1%	-13%	2%	92	-12%	1%
O=C(CCc1nc(-c2ccc(Cl)cc2)no1)NCC1CCCO1 (configuration not stated)	3%	0%	nt	-24	18%	3%
O=C(CSc1ncnc2c1oc1ccccc12)Nc1nc2ccccc2s1	7%	?	-3%	43	0.79µM*	2%
COc1ccccc1CNC(=O)C(=O)NCC(c1cccs1)S(=O)(=O)c1ccccc1 (configuration not stated)	nt	2%	-9%	6	nt	nt
COc1ccc(CNC(=S)Nc2cccc(F)c2)cc1	11%	?	?	0	-48%	2%
CC1=NN(C(C#N)c2ccccc2C)C(c2ccccc2)C1 (configuration not stated)	12%	-2%	23%	77	-7%	12%
COc1ccc(OCC(=O)NNC(=O)c2cccs2)cc1	-10%	-7%	3%	-10	2%	?
Cc1ccc(N2C(N)=NC(N)=NC23CCCC3)c(C)c1	2%	?	4%	-67*	-13%	-5%
O=C1NC2(Nc3ccccc31)C(=O)Nc1ccc(Br)cc12 (configuration not stated)	?	-7%	-27%	25	-28%	0%
CC(=O)Nc1ccc(N(C(=O)c2ccco2)C(C(=O)NC2CCCCC2)c2ccccc2)cc1 (configuration not stated)	2%	0%	6%	-64*	16%	1%
CC1CCN(c2ccc(-c3cccc(NC(=O)c4ccco4)c3)nn2)CC1	?	?	-1%	37	-42%	nt
Cc1cc(C)cc(NCc2cc(=O)oc3cc(C)c(O)cc23)c1	?	-2%	1%	9	-20%	-9%
C=CCN(c1ccccc1)S(=O)(=O)c1cccc(C(=O)NCC2CCCO2)c1 (configuration not stated)	?	-4%	?	10	20%	nt
CCNc1cc(Nc2c(C)n(C)n(-c3ccccc3)c2=O)c([N+](=O)[O-])c2nonc12	2%	4%	3%	1	0%	-1%
Cc1sc2ncnc(N/N=C/c3ccccc3O)c2c1C	?	?	-5%	-101*	31%	?
CCc1nc2ccccc2c(C(=O)OCC(=O)N(C)Cc2ccccc2)c1C	?	nt	nt	?	31%	nt
Cc1cc(C2=NNC(=NCCc3ccccc3)SC2)c(C)n1CC1CCCO1 (configuration not stated)	11µM*	-3%	-31%	-6	58%	-15%
O=C(Cn1cnc2ccccc2c1=O)NNC(=O)c1cccc([N+](=O)[O-])c1	7%	-2%	-14%	-2	-10%	nt
CC(C)(C)C(=O)Nc1ccnn1C1CCN(C(=O)c2ccc(Cl)cc2F)CC1	nt	4%	1%	15	24%	nt
Cc1cc(C)n(-c2ccc3nnc(C)n3n2)n1	12%	4%	6%	31	-13%	4%
O=C(NCc1ccc(Cl)cc1)C(=O)NCC(c1cccnc1)N1CCN(c2ccccc2)CC1 (configuration not stated)	nt	0%	-1%	?	nt	nt
COc1ccc(S(=O)(=O)N(C)C[C@@H]2Oc3ccc(NS(C)(=O)=O)cc3C(=O)N([C@@H](C)CO)C[C@H]2C)cc1	6%	nt	nt	4	93%[activator]	nt
CCC(=O)c1ccc(OC(=O)C2CCN(C3=NS(=O)(=O)c4ccccc43)CC2)cc1	5%	5%	-11%	-1	-15%	nt
COc1ccccc1CNC(=O)C(=O)NCC1OCCCN1S(=O)(=O)c1cccs1 (configuration not stated)	11%	-1%	-5%	1	-12%	1%

Whole records, looked up by structure. Values in the order: HCV inh, AmpC inh detg, Sm TGR inh, HCMV antiviral, AmpC inh no detg, FBPA Giardia inh
COc1ccc(N2CCN(S(=O)(=O)c3cccc4cccnc34)CC2)cc1 as listed: 1%, -13%, 2%, 92, -12%, 1%
Cc1ccc(N2C(N)=NC(N)=NC23CCCC3)c(C)c1 as listed: 2%, ?, 4%, -67*, -13%, -5%
CC(=O)Nc1ccc(N(C(=O)c2ccco2)C(C(=O)NC2CCCCC2)c2ccccc2)cc1 (configuration not stated) as listed: 2%, 0%, 6%, -64*, 16%, 1%

Next section:
SMILES	HCV inh	AmpC inh detg	Sm TGR inh	HCMV antiviral	AmpC inh no detg	FBPA Giardia inh
CC(=O)c1c(C)n(-c2cccc(Cl)c2)c2ccc(O)cc12	-23%	-8%	-24%	-68*	-29%	-6%
O=C(CS(=O)(=O)c1cccc2nsnc12)N1CCN(c2ccc(F)cc2)CC1	nt	4%	-10%	-14	nt	nt
CC(=O)c1ccccc1OCC(O)CN1CCN(c2ccccn2)CC1 (configuration not stated)	4%	-2%	-11%	-35	32%	nt
O=C(Nc1ccnn1C1CCN(Cc2ccc(CO)o2)CC1)c1ccccc1Cl	26%	6%	7%	5	21%	15%
COc1ccccc1NC(=O)C(C)NC(c1ccccc1)c1ccccc1 (configuration not stated)	?	-4%	2%	-13	-38%	6%
Cc1cccc(NC(=O)CCC2CCN(Cc3nccs3)CC2)c1	-15%	0%	-18%	0	26%	nt
COc1cc(NS(=O)(=O)c2ccc(F)cc2)c(C(=O)O)cc1OC	12%	-1%	0%	17	-14%	-4%
COc1ccc(-c2oc(=O)c3cc(OC)c(OC)cc3c2C#C[C@]2(O)CC[C@H]3[C@@H]4CCc5cc(OC)ccc5[C@H]4CC[C@@]32C)cc1	-28%[8.37 µM]	nt	nt	10	-24%	nt
COc1ccc2cc(CNc3ccc(C)cc3)c(=O)n(CC(=O)Nc3cccc(Cl)c3C)c2c1	nt	10%	0%	8	nt	nt
O=C(NN1C(=O)C2C3C=CC(O3)C2C1=O)c1cccc(Br)c1 (configuration not stated)	-6%	-3%	22µM*	-13	0%[2.29 µM]	5%
COCC(C)n1c(SCC(=O)NC(=O)NC2CCCC2)nc2ccccc2c1=O (configuration not stated)	11%	8%	-17%	4	17%	nt
Cc1ccc(C(=O)OCC(=O)c2ccccc2)cc1	0%	1%	-12%	15	-21%	-9%
Nc1nc(C2CC2)c(Sc2sc(N)nc2C2CC2)s1	-7%	-8%	4%	-72*	-24%	-17%
Cc1ccc(C)c(S(=O)(=O)c2nnn3c2nc(Nc2ccc(C)c(C)c2)c2ccccc23)c1	nt	3%	-5%	5	nt	nt
O=C(CN1CCN(CC(=O)Nc2ccc(-c3ccccc3)cc2)CC1)Nc1ccc(F)cc1	-3%	?	8%	17	205%[activator]	9%
CSc1nnc(CNC(=O)C23CC4CC(CC(C4)C2)C3)n1Cc1ccccc1	17%	-1%	3%	-36	176%[activator]	5%
Cc1ccc(NC(=O)c2ccc3c(=O)n4c(nc3c2)CCC4)cc1S(=O)(=O)N(C)C	?	-14%	0%	-27	35%	nt
COc1ccc(C(CNC(=O)c2ccc(Cl)s2)N2CCOCC2)cc1 (configuration not stated)	-15%	-11%	1%	-23	5%	nt
O=C(CN(c1ccc(F)cc1)S(=O)(=O)c1ccc2c(c1)OCCO2)Nc1ccc2c(c1)OCO2	?	-5%	-2%	-24	-21%	-1%
COc1cccc(C(=O)Nc2cccc(-c3ccc(N4CCOCC4)nn3)c2)c1	-16%	-8%	12%	7	-4%	nt
